Source: PubChem BioAssay (several laboratories)
PMI act = activators of human PMI, primary screen, biochemical, fluorescence intensity, near-Km mannose 6-phosphate; Mannose-6-phosphate isomerase (Homo sapiens), P34949; purified human PMI, coupled resazurin fluorescence, 20 min; active compounds read high; 1 = vehicle control, 0 substrate-free wells; activation factor at 20 µM; 190,000 compounds, 0.005% hits;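 active = activation factor of 2 or more at 20 µM, relative to plate controls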
TNAP act hiacc = TNAP activators at high phosphate acceptor level, primary screen, biochemical, luminescence, uHTS; purified TNAP, CDP-star luminescence, 1 M DEA, 30 min; active compounds read high; 0 = EDTA background, 1 = DMSO-only activity; Alkaline phosphatase, tissue-nonspecific isozyme (Homo sapiens), P05186; AID 1136, 2008; activation factor at 20 µM; 200,000 tested, under 10 active;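 active = activation factor at least 2 at 20 µM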
Target sequence (P05186 whole entry, looked up): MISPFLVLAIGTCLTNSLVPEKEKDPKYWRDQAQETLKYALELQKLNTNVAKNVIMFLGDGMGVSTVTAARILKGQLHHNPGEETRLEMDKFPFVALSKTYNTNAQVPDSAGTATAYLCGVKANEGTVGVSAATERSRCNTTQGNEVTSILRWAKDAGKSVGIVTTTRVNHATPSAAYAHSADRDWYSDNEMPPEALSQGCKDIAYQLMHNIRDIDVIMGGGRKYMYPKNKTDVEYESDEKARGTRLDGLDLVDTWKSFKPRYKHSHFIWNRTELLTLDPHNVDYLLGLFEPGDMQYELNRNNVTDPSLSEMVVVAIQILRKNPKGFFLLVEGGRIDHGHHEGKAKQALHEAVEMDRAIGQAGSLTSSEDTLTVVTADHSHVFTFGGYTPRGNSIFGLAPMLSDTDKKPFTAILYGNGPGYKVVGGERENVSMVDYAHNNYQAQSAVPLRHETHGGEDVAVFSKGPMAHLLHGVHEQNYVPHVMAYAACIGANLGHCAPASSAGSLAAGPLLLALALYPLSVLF
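system = human TNAP | amount = enzyme diluted 1/800 final | reagent = 100 µM CDP-star substrate | signal = luminescent substrate turnover signal | dosing = one dose, 20 µM | benchmarks = EDTA negative control, DMSO positive control | measure = activation factor | timing = 30 min reaction, room temperature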
TNAP inh hi DEA = human TNAP enzyme inhibitors, primary screen, biochemical, luminescent, high phosphate acceptor level, uHTS. Alkaline phosphatase, tissue-nonspecific isozyme (Homo sapiens), P05186. purified TNAP, CDP-star luminescence, 1 M DEA. inhibition, % at 20 µM. 200,000 compounds, 0.03% hits;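 active = over 50% inhibition of tissue-nonspecific alkaline phosphatase at 20 µM in the single-dose screen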;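 also: plate controls were DMSO wells for no effect and EDTA-quenched wells as full inhibition for full effect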
HMGR II inh = inhibitors of E. faecalis class II HMGR, primary screen, biochemical, Enterococcus faecalis; HMG-CoA reductase (Enterococcus faecalis, mvaE); purified E. faecalis HMGR, NADPH absorbance 340 nm kinetic; inhibition, % at 10 µM; 190,000 compounds, 0.41% hits; AID 1066, 2008;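 active = inhibition above a set limit, the median over all tested compounds plus 3 SD, cut at about 9.5% in these data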;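 also: enzyme runs in reverse so mevalonate oxidation gives rising NADPH absorbance; 0% = complete reaction with DMSO and 100% = background rate lacking mevalonate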
TNAP inh noacc = human TNAP enzyme inhibitors, primary screen, biochemical, luminescent, no phosphate acceptor, uHTS. Alkaline phosphatase, tissue-nonspecific isozyme (Homo sapiens), P05186. purified TNAP, CDP-star luminescence, 30 min. AID 1012, 2008. inhibition, % at 20 µM. 200,000 compounds, 0.26% hits;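 active = tissue-nonspecific alkaline phosphatase inhibition above about 50% at 20 µM in the single-dose screen, limit read from the data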;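 also: 0% = DMSO negative control and 100% = EDTA positive control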
PMI act hi M6P = human PMI activators, high substrate, primary screen, biochemical, fluorescence intensity, near-saturating mannose 6-phosphate | Mannose-6-phosphate isomerase (Homo sapiens), P34949 | coupled PMI enzyme assay, resazurin fluorescence, 20 min; active compounds read high; 1 = untreated enzyme, 0 = substrate-free blank | activation factor at 20 µM | 190,000 compounds, 0.34% hits | AID 1216, 2008;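 active = activation factor of 2 or more at 20 µM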
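test system = human PMI in coupled enzyme assay | medium = HEPES-buffered pH 7.4 with magnesium and detergent | also added = 1.0 mM mannose-6-phosphate substrate with 0.22 mM NADP+ | compound = 20 µM single dose | times = 20 min incubation at room temperature | measured by = resorufin fluorescence (Ex 544/Em 590 nm) from resazurin via diaphorase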
G6PDH counter = L. mesenteroides G6PDH inhibitors, counter-screen for G6PDH-coupled screening assays, biochemical, Leuconostoc mesenteroides enzyme. glucose-6-phosphate dehydrogenase [Leuconostoc mesenteroides]. Purified L. mesenteroides G6PDH, diaphorase/resazurin coupled fluorescence, 45 min. inhibition, % at 5 µM. 200,000 compounds, 0.12% hits; in the data active = inhibition above about 50%
Diaph inh CS = diaphorase inhibitors and chemical oxidizers, primary screen, counter-screen for diaphorase-coupled primary assays, biochemical, uHTS, resorufin fluorescence; diaphorase resazurin-to-resorufin fluorescence, NADH, 16 min; bacterial (C. kluyveri) enzyme, not human; inhibition, % at 20 µM; 190,000 compounds, 0.69% hits; AID 1217, 2008;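 active = primary screen inhibition at 20 µM above a set limit, cut at about 50% in these data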;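 also: plate controls were DMSO with full reaction for no effect and wells lacking NADH for full effect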
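Test system: bacterial diaphorase enzyme (C. kluyveri); Quantity: 0.14 U/mL diaphorase, enzyme working solution; Times: reaction incubation of 16 min at room temperature; Measured by: fluorescence of resorufin formed from resazurin, Ex 544/Em 590 nm; Benchmarks: positive control minus NADH, DMSO neutral control.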
FLuc stim CS = FLuc activators, initial screening, artefact control for FLuc-dependent activation tests, biochemical, ATPlite luminescence; activation factor at 10 µM; 200,000 tested, under 10 active; AID 1027, 2008; ATPlite luciferase biochemical, 10 min; 0 = ATP-free wells, 1 = DMSO control; Luciferin 4-monooxygenase (Photinus pyralis), P08659;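 active = luciferase activation factor, scaled between plate controls, of at least 2 with compound at 10 µM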
Target sequence (P08659 whole entry, looked up): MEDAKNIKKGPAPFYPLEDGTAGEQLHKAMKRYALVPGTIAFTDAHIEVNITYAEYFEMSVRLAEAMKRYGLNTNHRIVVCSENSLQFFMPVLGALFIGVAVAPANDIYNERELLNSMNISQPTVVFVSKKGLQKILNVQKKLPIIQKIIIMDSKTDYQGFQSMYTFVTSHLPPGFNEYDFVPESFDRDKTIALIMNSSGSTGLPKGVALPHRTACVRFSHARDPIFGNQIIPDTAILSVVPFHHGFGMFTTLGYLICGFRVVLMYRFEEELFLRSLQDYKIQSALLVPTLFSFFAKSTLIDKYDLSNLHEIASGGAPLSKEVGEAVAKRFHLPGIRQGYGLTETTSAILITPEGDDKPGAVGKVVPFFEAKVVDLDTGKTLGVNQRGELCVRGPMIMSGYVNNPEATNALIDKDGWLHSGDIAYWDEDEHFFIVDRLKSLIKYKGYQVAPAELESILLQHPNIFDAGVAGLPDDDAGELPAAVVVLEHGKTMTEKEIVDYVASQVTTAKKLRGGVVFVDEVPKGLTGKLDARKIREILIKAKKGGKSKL
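Material: luciferase plus luciferin reagent, cell-free. Medium: PBS buffer for ATP. Also added: ATP substrate, dispensed from a 10.24 µM working solution in PBS. Doses: test compounds dosed from 2 mM stocks in 100% DMSO. Incubation: 10 min post-reagent at room temperature. Technique: light output (luminescence). Read-out basis: luminescence gain marking luciferase activators.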
Diaph act CS = compounds boosting diaphorase resazurin reduction – biochemical, uHTS, resorufin fluorescence, counter-screen for diaphorase-coupled primary assays, primary screen; Diaphorase/resazurin coupled assay, 16 min; active compounds read high; 1 = vehicle wells, 0 = NADH-free wells; activation factor at 20 µM; 190,000 compounds, 0.005% hits;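 active = diaphorase activity raised at least twofold by the compound at 20 µM; inactive = activation factor below 2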
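Assay system: bacterial diaphorase enzyme (C. kluyveri) / Input: enzyme 0.07 U/mL final / Medium: 50 mM HEPES pH 7.4 with 4.542 mM MgCl2, 0.005% Tween 20 / Doses: single compound dose of 20 µM, 1% DMSO final / Incubation: 16 min enzyme reaction, ambient temperature / Signal: fluorescence, excitation 544 nm and emission 590 nm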
* hit, by the source's call.

structure | PMI act | TNAP act hiacc | TNAP inh hi DEA | HMGR II inh | TNAP inh noacc | PMI act hi M6P | G6PDH counter | Diaph inh CS | FLuc stim CS | Diaph act CS
CN(Cc1ccccc1)c1nc2c(c(=O)[nH]c(=O)n2C)n1Cc1ccccc1Cl | 0.8 | 1 | -1 | -2 | -4 | 0.8 | -10 | 22 | 1 | 0.8
Cc1sc(NC(=S)NC(=O)c2ccco2)c(C(N)=O)c1C | 0.5 | 0.9 | 5 | 0 | 23 | 0.6 | 7 | 28 | 0.9 | 0.7
O=C(c1ccccc1)c1ccc(OCC(O)CN2CCN(S(=O)(=O)N3CCCCC3)CC2)cc1 (configuration not stated) | 0.9 | 1.1 | -9 | -1 | -3 | 0.9 | 2 | 24 | 1.1 | 0.8
COc1cc(NS(=O)(=O)c2ccccc2)ccc1-n1nc(C)cc1C | 1 | 1 | 4 | -5 | -4 | 1 | 4 | 14 | 1 | 0.9
C/C(=N\NC(=O)c1ccc(CSc2nncn2C)cc1)c1ccc(Cl)cc1 | 1.1 | 1.1 | -5 | -3 | -3 | 1.1 | 7 | 16 | 1.1 | 0.8
CCOC(=O)CSCC(=O)Nc1nnc(-c2cccc([N+](=O)[O-])c2)s1 | 1.1 | 1 | 0 | 9 | -9 | 1.1 | 12 | 1 | 1 | 1
COc1ccccc1NC(=S)NN1CCN(C)CC1 | 1.1 | 1 | 0 | -6 | -5 | 1.1 | 3 | 6 | 1.1 | 0.9
O=C(Nc1c(Cl)cc(Cl)cc1-c1nc2ccccc2s1)c1ccc(Br)o1 | 0.9 | 1 | -2 | -5 | -5 | 0.9 | 1 | 16 | 1.1 | 0.8
CC(/C=C/c1ccccc1)=N\NC(=O)CNC(=O)c1ccccc1Cl | 0.9 | 1 | -2 | -6 | 2 | 1 | 3 | 10 | 1 | 0.9
O=C(CSc1nc2ccccc2c(=O)n1-c1ccc(F)cc1)Nc1ccc(Cl)c(S(=O)(=O)N2CCOCC2)c1 | 1.1 | 1 | -3 | -2 | -6 | 1.1 | -5 | 18 | 1.1 | 0.8
Cc1[nH]n(-c2ccccc2)c(=O)c1C(c1cccc([N+](=O)[O-])c1)c1c(C)[nH]n(-c2ccccc2)c1=O | 0.9 | 0.9 | 5 | 1 | -1 | 0.7 | 3 | 38 | 1 | 0.6
COc1ccccc1OCCCCN1CCN(c2ccccc2OC)CC1 | 0.9 | 1 | -4 | 4 | -13 | 1.1 | 2 | 9 | 1 | 0.9
Cc1nn(C)c(C)c1S(=O)(=O)N1CCCC(C(=O)N2CCN(c3ccccc3)CC2)C1 (configuration not stated) | 1.4 | 1.1 | -6 | -1 | -9 | 1.2 | -7 | 21 | 1.1 | 0.8
Cc1ccccc1OCc1nnc(SCc2cc(=O)[nH]c3ccccc23)n1-c1ccccc1 | 0.9 | 1 | -3 | -5 | -13 | 1 | -19 | 21 | 1 | 0.8
COCC(C)n1c(C)cc(C(=O)COC(=O)c2c(C)nn(-c3ccccc3)c2C)c1C (configuration not stated) | 1.2 | 1.1 | -7 | 3 | -4 | 1 | 8 | 14 | 1.1 | 0.9
c1ccc(COc2ccccc2CNc2nn[nH]n2)cc1 | 1 | 1.1 | -8 | 0 | -12 | 1 | 8 | 14 | 1.1 | 0.9
COc1ccc(NC(=O)CN2CCc3ccccc3C2)cc1OC | 1 | 1.1 | -5 | 0 | -13 | 0.9 | 5 | 13 | 1.1 | 0.9
CCc1cc(C(c2ccc(OC)c(OC)c2)N2CCOCC2)c(NC(=O)c2ccccc2)s1 (configuration not stated) | 1.1 | 1 | -5 | 0 | 1 | 1.1 | -14 | 19 | 1.1 | 0.8
Cc1ccccc1N1CCN(C(=S)c2ccccc2)CC1 | 0.9 | 1 | -2 | -2 | -2 | 0.9 | -1 | 14 | 1.1 | 0.9
COc1ccc(C)cc1-n1c(C)cc(C=O)c1C | 1 | 1 | -4 | -3 | -10 | 0.9 | 17 | -5 | 1 | 1
CCCCOC(=O)Sc1nc2ccccc2o1 | 1 | 1.1 | -9 | -1 | -13 | 1 | 0 | 22 | 1 | 0.8
O=C(CCc1nnc(CCCCc2ccccc2)o1)NC1CCCC1 | 1 | 1.1 | -7 | 0 | -6 | 1.1 | 14 | 22 | 1.1 | 0.8
Nc1c2c(nc3c1CCC3)CCCC2 | 0.9 | 1.1 | -5 | -2 | -7 | 0.9 | 1 | -3 | 1 | 1
COc1cc(C(=O)Oc2ccccc2N)cc(OC)c1OC | 0.8 | 1 | -1 | 3 | -5 | 0.9 | 2 | 5 | 1 | 1
COc1ccc(-c2[nH]ncc2CN(C)CCN2CCOCC2)cc1F | 1.1 | 1.1 | -11 | -5 | 14 | 1 | 15 | -18 | 1 | 1.2

Quoted at random: two entries already listed, in no set order.
structure | PMI act | TNAP act hiacc | TNAP inh hi DEA | HMGR II inh | TNAP inh noacc | PMI act hi M6P | G6PDH counter | Diaph inh CS | FLuc stim CS | Diaph act CS
COc1ccc(NC(=O)CN2CCc3ccccc3C2)cc1OC | 1 | 1.1 | -5 | 0 | -13 | 0.9 | 5 | 13 | 1.1 | 0.9
Cc1sc(NC(=S)NC(=O)c2ccco2)c(C(N)=O)c1C | 0.5 | 0.9 | 5 | 0 | 23 | 0.6 | 7 | 28 | 0.9 | 0.7

Continued:
structure | PMI act | TNAP act hiacc | TNAP inh hi DEA | HMGR II inh | TNAP inh noacc | PMI act hi M6P | G6PDH counter | Diaph inh CS | FLuc stim CS | Diaph act CS
CCCC(=O)n1nc(-c2ccco2)nc1N | 1 | 1 | 0 | -11 | 16 | 0.9 | 3 | 5 | 1 | 0.9
COc1ccc(OC)c(NC(=O)c2ccccc2N(Cc2ccccc2)S(C)(=O)=O)c1 | 0.9 | 1.1 | -8 | 3 | -8 | 0.8 | 17 | 6 | 1 | 0.9
Cc1cccc(OC(=O)c2sc3ncn(C)c(=O)c3c2C)c1 | 1 | 1 | -1 | -3 | -8 | 0.9 | 5 | 16 | 0.9 | 0.8
Cc1onc(-c2ccccc2Cl)c1C(=O)NNC(=O)C1CCN(Cc2ccccc2)CC1 | 1 | 1.1 | -6 | -6 | -21 | 0.9 | 1 | 16 | 1.1 | 0.8
COc1cc(N2C(=O)c3ccccc3C2=O)c(Cl)cc1C(=O)OCC(=O)NCc1ccco1 | 0.9 | 1.1 | -10 | -4 | -6 | 1 | 6 | 22 | 1.1 | 0.8
CSc1ccc(C(=O)C2CCCN(S(=O)(=O)c3c(C)noc3C)C2)cc1 (configuration not stated) | 0.9 | 1.1 | -7 | -1 | -10 | 0.9 | 4 | 24 | 1 | 0.8
CC(C)CNC(=O)C1CCCN(C(=O)NCc2ccccc2)C1 (configuration not stated) | 1 | 1 | -4 | -6 | -10 | 1 | 2 | -4 | 1 | 1
CCN(c1ccc2c(c1)OCO2)S(=O)(=O)c1cc(Br)cc2c1N(C(C)=O)CC2 | 0.9 | 1.1 | -6 | -1 | 0 | 0.8 | 5 | 28 | 1.1 | 0.7
COc1ccccc1-n1c(C)nc2cc(C(=O)O)ccc21 | 1 | 1 | -1 | -1 | -7 | 1.1 | 2 | 9 | 1 | 0.9
CCOCC(=O)Nc1nnc(COc2ccc(Cl)cc2)s1 | 0.5 | 1 | -1 | -4 | 8 | 0.7 | 9 | 4 | 1 | 1
CN1CCC(N(C)C(=O)c2cc(=O)c3ccccc3o2)CC1 | 1 | 1.1 | -7 | -6 | -10 | 1 | 0 | 13 | 1.1 | 0.9
O=C(NC1CCS(=O)(=O)C1)c1sc2ccccc2c1Cl (configuration not stated) | 1 | 1 | 3 | -2 | -6 | 1 | 3 | 0 | 1 | 1
O=C(O)CSCNC(=O)C12CC3CC(CC(C3)C1)C2 | 1.1 | 1 | 0 | 3 | 3 | 1.2 | 8 | 0 | 1 | 1
Cc1ccc(S(=O)(=O)C2CCOC2=O)cc1 (configuration not stated) | 0.9 | 1.1 | -5 | 3 | -19 | 0.9 | 14 | 14 | 1 | 0.9
CCCCn1nnc(NC(=O)c2ccco2)n1 | 0.9 | 1 | -2 | 1 | 0 | 0.8 | 0 | 14 | 1 | 0.9
O=C(N/N=C/c1cccc([N+](=O)[O-])c1)c1ccc2nc[nH]c2c1 | 0.9 | 1 | 3 | -2 | -15 | 1 | 9 | 6 | 0.9 | 0.9
Cn1c(CC(=O)Nc2ccccc2)c(Sc2ccccc2)c2ccccc21 | 0.9 | 1 | 0 | -1 | -20 | 1 | 4 | 5 | 1 | 0.9
Cc1cc([N+](=O)[O-])nn1CC(=O)Nc1cnc2ccccc2c1 | 1.1 | 1 | 0 | 3 | -8 | 1.1 | -2 | 3 | 1.1 | 1
COc1ccccc1NC(=O)Cn1cc(C(=O)c2ccco2)c2ccccc21 | 0.9 | 1 | -3 | -12 | -7 | 0.9 | 16 | 20 | 1 | 0.8
O=c1[nH]c2cc3c(cc2cc1C(c1nnnn1CC1CCCO1)N1CCCCCC1)OCO3 (configuration not stated) | 1.4 | 1 | 4 | -1 | -4 | 1.8 | 4 | 17 | 1 | 0.8
CCc1cc2c(=O)[nH]c(N3CCOCC3)nc2s1 | 1 | 1 | 0 | 6 | -10 | 1 | 2 | 8 | 1 | 0.9
CC(C)(C)c1ccc(C(=O)NNC(=O)c2ccccc2Br)cc1 | 0.9 | 1 | -3 | 1 | -86 | 0.9 | 1 | 11 | 0.7 | 0.9

No enrichment for hits; 1.7% or so of the library scored in one or more.
